From PubChem BioAssay
Polio RdRp inh = inhibitors of poliovirus RNA polymerase binding and polymerization; % elongation, % (compound at 16.7 µg/mL); 0.66% of 150,000 active; P03300; poliovirus polymerase elongation, fluorescence polarization; active compounds read low; AID 588519; in the data active means % elongation below about 90%; further: some results filed as inactive read as strong as hits
Target sequence (P03300 1749-2209 limits assumed): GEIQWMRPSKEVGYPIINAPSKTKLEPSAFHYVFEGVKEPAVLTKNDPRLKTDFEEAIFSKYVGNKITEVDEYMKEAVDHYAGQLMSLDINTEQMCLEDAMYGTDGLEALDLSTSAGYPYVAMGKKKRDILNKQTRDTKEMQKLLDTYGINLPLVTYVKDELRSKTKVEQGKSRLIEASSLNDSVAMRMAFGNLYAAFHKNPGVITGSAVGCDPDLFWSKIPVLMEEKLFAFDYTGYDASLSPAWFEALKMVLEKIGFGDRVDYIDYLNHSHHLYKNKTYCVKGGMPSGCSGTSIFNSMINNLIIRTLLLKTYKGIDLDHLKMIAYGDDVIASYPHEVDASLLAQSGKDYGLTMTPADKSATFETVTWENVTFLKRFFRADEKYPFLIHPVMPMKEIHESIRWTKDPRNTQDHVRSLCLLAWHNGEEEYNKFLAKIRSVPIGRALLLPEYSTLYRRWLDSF
Polio RdRp inh FP z-score = second read-out of Polio RdRp inh, no call of its own (marks repeat the call); z-score; measured here: FP z-score; hits read low
The depositor's hits bear a star. A portion of the library; rates above refer to the full screens.

SMILES	Polio RdRp inh	Polio RdRp inh FP z-score
CC(=O)Nc1ccc(NC(=O)CSc2nc3ccccc3nc2N2CCCCC2)cc1	104.0	0
Cc1cc(C)n2nc(C(=O)OCC(=O)NC3CCCCC3)nc2n1	100.0	-0.4
Clc1ccc(-c2csc(NNC3=NCCCCC3)n2)cc1	95.0	-0.4
CN(C)S(=O)(=O)c1ccc(N2CCCCC2)c(C(=O)Nc2ccc3c(c2)OCO3)c1	101.0	-0.6
CCOC(=O)N1CCN(C(=O)c2ccc(CS(=O)Cc3ccc(C)cc3)o2)CC1 (stereo unspecified)	99.0	-1.3
O=C(Nc1ccc(F)cc1F)Nc1ccccc1C(=O)NCCN1CCNC1=O	104.0	0.7
Cc1ccc(CNC(=O)CN(Cc2ccccc2)S(=O)(=O)c2ccccc2)cc1	103.0	0.3
CC(=O)N1CCc2cc(S(=O)(=O)NC(Cc3ccccc3)C(=O)Nc3cc(C)ccc3C)ccc21 (stereo unspecified)	106.0	0.3
O=C1CS(=O)(=O)C(c2ccc(Oc3ccccc3)cc2)N1c1ccccc1 (stereo unspecified)	109.0	0.9
O=C(O)COc1c(Cl)cc(C=C2C(=O)NC(=S)NC2=O)cc1Cl	101.0	-0.3
CCOc1ccc(NC(=O)c2cc3nc(-c4ccc(OC)cc4)cc(C(F)(F)F)n3n2)cc1	109.0	1.3
COc1cc(OC)cc(C(=O)OC2CCCCC2=O)c1 (stereo unspecified)	105.0	0.3
CC(C)(C)C(=O)N1CCCC(c2nc3c(nnn3Cc3ccc(C(C)(C)C)cc3)c(=O)[nH]2)C1 (stereo unspecified)	100.0	-0.2
CCN(CC)C(=O)C1=C(C)Nc2nc3ccccc3n2C1c1cccc(OC)c1 (stereo unspecified)	101.0	-1.2
O=C(Nc1ccccc1I)c1ccccc1	104.0	0.3
CCCCc1nc2ccccc2c(N)c1CC (tested in a mixture with another compound)	101.0	-0.3
CN1C(=O)S/C(=C\c2ccc(I)cc2)C1=O	99.0	-0.1
N#C/C(=C/c1cn(Cc2ccc(C(=O)O)o2)c2ccccc12)c1ccc(F)cc1	100.0	-0.9
COc1cc(/C=C2\SC(=S)NC2=O)ccc1OCc1cccc2ccccc12	103.0	0.3
Cc1ccc(-c2onc(C)c2C)cc1S(=O)(=O)N1c2ccccc2CC1C (stereo unspecified)	107.0	0.1
Cc1ccccc1C(=O)c1cccn1CC(=O)NCc1ccc(Cl)cc1	105.0	-0.7
O=C(/C=C/c1ccc(Cl)cc1)OCC(=O)N1CCCCC1	102.0	0.2
CC1(C)CC(=O)C=C(Nc2ccc(C(=O)O)cc2)C1	105.0	0.6
Cn1c(=O)c2c(nc(NCCc3ccccc3)n2Cc2ccc(Cl)cc2)n(C)c1=O	107.0	-0.5
COCCNc1c(-c2ccc(OC)c(OC)c2)nc2ccc(Cl)cn12	103.0	0.3
More compounds:
SMILES	Polio RdRp inh	Polio RdRp inh FP z-score
CC1=C(C(=O)Nc2ccccc2)C(c2ccccn2)n2nc(SCc3ccccc3)nc2N1 (stereo unspecified)	102.0	-0.9
COc1ccc(N(C)C(=O)c2cn(C3CCCCC3)c(=O)c3c2c2ccccc2n3C)cc1	117.0	1.3
CSc1ncc(C(=O)NC(C)C)c(-c2ccccc2)n1	100.0	-1.1
Cc1cccc(Cn2c(=O)n(Cc3ccccc3)c(=O)c3c2c2cc(C)ccc2n3C)c1	109.0	0.4
Cc1cc2c(cc1S(=O)(=O)CCC(=O)N1CCC(C)CC1)OCC(=O)N2	104.0	-0.4
c1ccc2[nH]c(NC3=NCCC3)nc2c1	115.0	2.2
CS(=O)(=O)N1CCCc2cc(C(=O)N3CCOCC3)ccc21	103.0	0.3
CCN(CC)CCNC(=O)c1sc2nc3n(c(=O)c2c1C)CCCCC3	102.0	-0.9
OCc1nc2ccccc2n1CCOc1cccc(Cl)c1	98.0	-0.5
COc1cc(CNc2ccc3[nH]c(=O)[nH]c3c2)cc(Br)c1OCc1ccc(F)cc1	95.0	-2.7
C=CCNC(=O)c1cc(-c2ccc(OC)cc2)on1	101.0	0.1
Cc1ccc(/C=C/c2onc(C)c2S(=O)(=O)N2CCC(C(=O)N3CCN(c4cc(C)ccc4C)CC3)CC2)cc1	102.0	-0.9
COc1ccc(C)cc1NC(=O)C1CCCN(c2ncnc3onc(C)c23)C1 (stereo unspecified)	109.0	0.3
COC(=O)c1ccc(N(Cc2ccccc2)S(=O)(=O)c2ccccc2)cc1	101.0	-0.2
Cn1c(N)c(C(=O)CN2CCc3ccccc3C2)c(=O)n(C)c1=O	97.0	-1
CCOC(=O)c1ccc(CN(Cc2ccc(C)cc2)S(=O)(=O)c2ccc(NC(C)=O)cc2)cc1	108.0	0.1
CCn1c(NC(C)=O)nc2ccccc21	99.0	-0.5
O=C(NCc1ccc(Cl)cc1)c1cnc2sc(N3CCCC3)nn2c1=O	108.0	0.2
COc1ccc(S(=O)(=O)N2Cc3ccccc3CC2C(=O)N2CCCCC2)cc1 (stereo unspecified)	103.0	0.4
O=C(NCCc1ccc(Cl)cc1)C1CCC(=O)N1C1CCCCC1 (stereo unspecified)	102.0	0.4
CC(NC(=O)c1ccccc1)c1nnc(SCc2nc3ccccc3c(=O)[nH]2)n1C (stereo unspecified)	101.0	0.3
Cc1cc(C)nc(SCC(=O)c2c(N)no[n+]2[O-])n1	109.0	0.7
Cc1noc(COc2ccccc2OCC(N)=O)n1	101.0	-0.2
COc1ccc(CCNC(=O)Cn2c(-c3cccs3)cc3cc(F)ccc32)cc1OC	107.0	0.7
CC(C)(C)c1ccc(CSc2n[nH]c(=O)[nH]c2=O)cc1	100.0	-0.5
(continued)
SMILES	Polio RdRp inh	Polio RdRp inh FP z-score
CCOC(=O)c1c(C)c(-c2ccccc2)n(CC(=O)Nc2cc(C)cc(C)c2)c1C	105.0	0
COc1ccc(Nc2cc(C(=O)NCCCN3CCN(C)CC3)c3ccccc3n2)cc1	99.0	-0.6
S=C(N/N=C\c1ccco1)Nc1ccccc1	97.0	-0.2
CCOc1ccc2nc(SCC(=O)O)sc2c1	97.0	-1.2
c1ccc(COn2nnc3ccccc32)c(COn2nnc3ccccc32)c1	104.0	-0.1
COc1ccc(CNC(=O)C(C)n2nc(C)c3sc4ccccc4c3c2=O)cc1OC (stereo unspecified)	109.0	0
COc1ccc(Nc2nc(-c3ccccc3F)nc3ccccc23)cc1OC	104.0	-0.7
N#C/C(=C\c1ccccc1Cl)S(=O)(=O)c1ccc(Cl)cc1	108.0	0.8
COc1ccc(CNCC(=O)N2CCC3(CC2)OCCO3)cc1	100.0	-0.8
O=C(c1ccc(S(=O)(=O)N2CCOCC2)cc1)N(Cc1ccccn1)c1nc2ccccc2s1	97.0	-2.2
COc1ccc(-c2cn3c(c2C)-c2ccc(C)n2CC3)cc1	118.0	4.4
CCOC(=O)c1c(NC(=O)C(C)Oc2ccccc2F)sc(C(C)=O)c1C (stereo unspecified)	107.0	0.5
Oc1ccc(Br)cc1-c1nc2ccccc2s1	102.0	-0.4
Cc1ccc(CNC(=O)Cn2c(=O)n(-c3ccc(C)c(F)c3)c(=O)c3sc4ccccc4c32)cc1	99.0	-1.7
Nc1c(-c2nc(-c3ccccc3)cs2)c2ccccn2c1C(=O)c1ccc2c(c1)OCO2	99.0	-1.4
CC(C)N(C(=O)CSc1nnc(Cc2cccc3ccccc23)n1N)C(C)C	99.0	-0.4
COc1cccc(NC(=O)c2cc(-c3cccc(OC)c3)n[nH]2)c1	104.0	0.9
COc1cccc(C2C(C(=O)Nc3ccc(Cl)cc3)=C(C)Nc3nc4ccccc4n32)c1OC (stereo unspecified)	109.0	0.8
COc1ccc(NC(=O)Cc2cccc3ccccc23)cc1	103.0	0.9
Cc1ccc2oc(-c3cccc(NC(=O)c4ccc(N5CCC(C)CC5)c([N+](=O)[O-])c4)c3)nc2c1	101.0	-0.7
CN1CCC(N(C)C(=O)c2cc3c(s2)CCCC3)CC1	103.0	0.6
CCCS(=O)(=O)c1nc(S(=O)(=O)c2ccc(C)cc2)c(NCc2ccccc2Cl)s1	104.0	-1.1
CC(=O)c1ccc(N2CCN(S(=O)(=O)c3ccc4[nH]c5c(c4c3)CCCCC5)CC2)cc1	113.0	1
Cc1cc(C)n2nc(C(=O)OCC(=O)c3ccccc3)nc2n1	106.0	0.4
CCOc1ccc(/C=C/c2nc3ccccc3n2S(=O)(=O)c2ccc(Br)cc2)cc1	106.0	-0.9

Exported bar-delimited: 5 of the compounds above
SMILES | Polio RdRp inh | Polio RdRp inh FP z-score
COc1cccc(NC(=O)c2cc(-c3cccc(OC)c3)n[nH]2)c1 | 104.0 | 0.9
COc1ccc(-c2cn3c(c2C)-c2ccc(C)n2CC3)cc1 | 118.0 | 4.4
S=C(N/N=C\c1ccco1)Nc1ccccc1 | 97.0 | -0.2
CCCS(=O)(=O)c1nc(S(=O)(=O)c2ccc(C)cc2)c(NCc2ccccc2Cl)s1 | 104.0 | -1.1
Cc1cc(C)n2nc(C(=O)OCC(=O)c3ccccc3)nc2n1 | 106.0 | 0.4

Remaining list, next part
SMILES	Polio RdRp inh	Polio RdRp inh FP z-score
CCC(c1nnc(SCC(=O)N2CC(=O)Nc3ccccc32)o1)N(C)C (stereo unspecified)	99.0	-0.5
CCCCS(=O)(=O)c1oc(-c2ccc(F)cc2)nc1S(=O)(=O)c1ccccc1	103.0	-0.9
CCn1nnnc1SCC(=O)NC1CCCC1	99.0	-0.3
CN(C)CCNC(=O)C1CCN(c2ncnc3c2nc2n3CCCCC2)CC1	102.0	-1
Cc1ccc(OCC(=O)Nn2cnc3ccccc32)cc1	97.0	-0.2
Cc1ccc(C(=O)N/C(=C\c2ccc(Cl)cc2)C(=O)NC2CCCCC2)cc1	96.0	-0.9
CC1=C(C)CC(C(=O)Nc2ccc(-n3cnnn3)c(C)c2)C(C(=O)O)C1 (stereo unspecified)	99.0	-1.1
Cc1ccc(-c2nn(CCC(=O)Nc3ccc(OC(F)(F)F)cc3)c(=O)c3ccccc23)cc1	106.0	0.5
CCOc1ccc(-n2c(=O)c3c(C)c(C)sc3n(Cc3cc(=O)n4cc(Cl)ccc4n3)c2=O)cc1	104.0	-0.3
O=C(CSC1=NC(c2ccco2)CC(C(F)(F)F)N1)NCc1ccc(F)cc1 (stereo unspecified)	104.0	0.6
COC(=O)c1ccc(CSc2nc(-c3ccccc3)cs2)o1	106.0	0.6
COc1ccc(OC)c(S(=O)(=O)N(C)CC(=O)N2CCN(c3ccc(F)cc3)CC2)c1	100.0	-0.3
CCOC(=O)c1c(NC(=O)CCCOc2ccc(C)cc2)sc2c1CCC(C)C2 (stereo unspecified)	98.0	-1
COc1ccc(C(=O)Nc2nc(-c3nnn(-c4ccc(C(C)C)cc4)c3C)ns2)cc1	103.0	-0.7
COc1cc(C)c(S(=O)(=O)N2CCCC(C)C2)cc1C (stereo unspecified)	101.0	-0.1
Cc1ccc(/C=C2\SC(=S)N(NC(=O)c3ccccc3F)C2=O)o1	101.0	0
COc1ccccc1NC(=O)NN1CCCCC1	100.0	-0.3
CCc1nnc(NC(=O)c2sc(-c3cccc(Cl)c3)nc2C)s1	104.0	0.2
CN(CCCNC(=O)c1cc2c(Cl)nc3ccccc3c2s1)Cc1ccccc1	91.0	-1.3
O=c1cccc2n1CC1CC2CN(Cc2nnc(-c3ccccc3F)o2)C1 (stereo unspecified)	99.0	-0.2
C=COCCn1c(-c2nonc2N)nc2ccccc21	103.0	0.5
O=C1NC(=NC2CCCC2)S/C1=C\c1ccc(Cl)cc1	93.0	-1.4
O=C(O)Cc1ccc2c(c1)OCCCO2	101.0	-0.4
COCCNC(=S)N1CCC(NC(=O)NC23CC4CC(CC(C4)C2)C3)CC1	101.0	-0.2
COc1ccc(C(=O)Nc2cc(-c3nc4ncccc4o3)ccc2C)cc1Br	106.0	0.5
(more compounds)
SMILES	Polio RdRp inh	Polio RdRp inh FP z-score
COCCN(CCOC)C(=O)c1cc2c(=O)n3ccccc3nc2n1C	110.0	0.6
CCN(CC)c1nc(-c2ccccc2F)nc2ccccc12	104.0	1.5
N#Cc1nc(Cc2ccccc2)oc1NCCc1ccccc1	99.0	-1
Cc1ccc(-n2c(=O)[nH]c3cc(C(=O)NCCc4ccccc4)ccc3c2=O)cc1	105.0	0.1
CCOc1ccc2nc(SCc3ccc4c(c3)OCO4)sc2c1	106.0	0.3
CCCS(=O)(=O)Nc1cccc(-c2cn3ccsc3n2)c1	113.0	1.3
O=C(NCc1ccco1)c1ccc2c(c1)N(Cc1ccccc1)C(=O)c1ccccc1S2=O (stereo unspecified)	101.0	0
O=C1NC(=S)NC(=O)C1c1ccccc1	99.0	-0.3
O=C(c1ccco1)N1CCN(C2(c3ccccc3)C(=O)c3ccccc3C2=O)CC1	101.0	-0.3
CCCCn1c(=NC(C)=O)c(C#N)cc2c(=O)n3cccc(C)c3nc21	103.0	0.1
OCCn1c(SCCOc2ccccc2)nc2ccccc21	98.0	-0.1
CN(C)c1ccc(N=Cc2nc(-c3ccccc3)oc2OC(=O)c2ccccc2)cc1	97.0	-0.2
CSc1nc(C)cc(ON=C(C)C)n1	100.0	0
COc1cccc2c1Oc1nc(-c3ccccc3)nc(SC(F)F)c1C2	101.0	0
CN(C)C(Cc1cccc(S(=O)(=O)N2CCOCC2)c1)C(=O)c1ccccc1 (stereo unspecified)	104.0	-0.2
O=C(O)c1cc(-c2cccc(O)c2)c2c(-c3ccccc3)[nH]nc2n1	102.0	-0.8

Profiles, quoted from the list:
Shown for CCOc1ccc2nc(SCc3ccc4c(c3)OCO4)sc2c1 : Polio RdRp inh = 106.0; Polio RdRp inh FP z-score = 0.3
Shown for CSc1nc(C)cc(ON=C(C)C)n1 : Polio RdRp inh = 100.0; Polio RdRp inh FP z-score = 0
Shown for O=C(c1ccco1)N1CCN(C2(c3ccccc3)C(=O)c3ccccc3C2=O)CC1 : Polio RdRp inh = 101.0; Polio RdRp inh FP z-score = -0.3
